ER stress rescue: rescue of cells from ER stress-induced death, primary screen, 384-well, CSM14.1, thapsigargin, ATP luminescence (AID 1222) | CSM14.1 thapsigargin-induced death rescue, ATP luminescence; higher % means a stronger effect | 190,000 tested, under 10 active | cellular ATP content (survival), % at 20 µM; hits with a dose series show EC50 in µM;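 active means EC50 below 50 µM in the dose-response confirmation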;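 further: death triggered by thapsigargin at about 15 µM added after 2 h compound pretreatment; cell ATP read after overnight thapsigargin exposure of roughly 18 to 22 hours; normalized against plate controls of thapsigargin alone and 5% DMSO vehicle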
P. falciparum M17LAP: P. falciparum M17LAP inhibitors, primary screen, biochemical, fluorogenic H-Leu-NHMec substrate, 1536-well (AID 1619). hit rate 0.38% among 220,000. recombinant M17LAP, H-Leu-NHMec fluorogenic kinetic assay; higher % means a stronger effect. inhibition, % at 30 µM, or IC50 in µM where a hit was titrated;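 active means compound inhibiting the enzyme by more than half at any dose during confirmatory dose-response retesting; inconclusive means strong single-dose inhibitors picked by rank but not retested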;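 further: plate controls were full reaction with DMSO carrier for no effect and no enzyme background for full effect; strong numbers were not always called active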
Myeloid diff 2: promotes myeloid progenitor differentiation. ER-HoxA9 myeloid progenitors, lysozyme-GFP differentiation, flow cytometry. calls only at 10 µM. hit rate 1% among 360,000;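 active means normalized GFP-positive differentiation at or above the plate's own cutoff, the solvent-only control mean plus 3 SD; inconclusive means no clear call, values can overlap the other calls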;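 further: cells exposed to compound for four days before flow analysis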
human PMI inhibition: inhibitors of human PMI, primary screen, biochemical, fluorescence intensity, coupled assay (AID 1209) | purified PMI enzyme, coupled fluorescence intensity; higher % means a stronger effect | inhibition, % at 20 µM, or IC50 in µM where a hit was titrated | hit rate 0.42% among 190,000;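 further: plate controls were DMSO vehicle for no effect and wells lacking substrate for full effect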
LYP inhibition: inhibitors of LYP phosphatase, biochemical, fluorescence intensity, uHTS (AID 1779); recombinant LYP phosphatase, fluorescence intensity; higher % means a stronger effect; one-dose inhibition, % at 11.5 µM; IC50 in µM for titrated hits; hit rate 0.054% among 290,000;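 further: plate controls were vehicle with enzyme for no effect and no enzyme for full effect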
human PMI inhibitors: human PMI inhibitors, high substrate, primary screen, biochemical, fluorescence intensity, high mannose 6-phosphate (AID 1220) | recombinant PMI enzyme, coupled fluorescence intensity; higher % means a stronger effect | inhibition, % at 20 µM, or IC50 in µM where a hit was titrated | hit rate 0.66% among 190,000
TNAP activation fold: stimulation of alkaline phosphatase TNAP activity – biochemical, luminescent, no phosphate acceptor, uHTS, primary screen (AID 1001); purified TNAP, luminescent activation assay, no phosphate acceptor; higher activation fold means a stronger effect; activation fold at 20 µM; hits with a dose series show EC50 in µM; hit rate 0.03% among 200,000; in the data active means activation fold from about 3, or a potency from the dose series; inactive means the rest, 99 in 100 with activation fold below about 1.6; further: many of its hits are not listed in these tables
M1AAP inhibition: P. falciparum M1AAP inhibitors, biochemical, fluorogenic H-Leu-NHMec substrate, 1536-well (AID 1445). inhibition, % at 30 µM, or IC50 in µM where a hit was titrated. recombinant M1AAP, H-Leu-NHMec fluorogenic kinetic assay; higher % means a stronger effect. hit rate 0.42% among 220,000;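 active means primary inhibition above the hit cutoff, then over 50% inhibition at one or more dose response concentrations, cut at about 23% in these data, passing the limit was not always enough; inconclusive means conflicting primary data, or primary hits not chosen for dose response; inactive means low primary inhibition, or under 50% at every dose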;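 further: plate controls were DMSO full reaction for no effect and no enzyme background for full effect; strong numbers were not always called active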
XIAP antagonists: XIAP antagonists, biochemical, IAP family, fluorescence polarization (AID 1018). one-dose displacement, % at 20 µM; IC50 in µM for titrated hits. hit rate 0.007% among 200,000. XIAP BIR domain, fluorescence polarization peptide displacement; higher % means a stronger effect; in the data active means displacement above about 50%; further: a part of the inactive calls stands beside numbers as strong as those of hits
Myeloid diff 2 GFP+ MAC1+ %: recorded beside Myeloid diff 2, whose call it bears; GFP+ MAC1+ double positive, %; measured here: differentiation confirmed by MAC1 staining
The depositor's hits bear a star; i = inactive; ? = inconclusive; . = no result given; + = active, no number. Unless noted, no stated cut-off is given here; in the data, active means inhibition above about 50%; inactive means the rest.

SMILES | ER stress rescue | P. falciparum M17LAP | Myeloid diff 2 | Myeloid diff 2 GFP+ MAC1+ % | human PMI inhibition | LYP inhibition | human PMI inhibitors | TNAP activation fold | M1AAP inhibition | XIAP antagonists
O=C(/C=C/c1ccc(Cl)cc1)NCc1ccco1 | -2.1% | -2% | i | 0.6 | 3% | -1% | -2% | 1.1 | 3% | -2.0%
O=C(N/N=C/c1ccccc1[N+](=O)[O-])c1cnccn1 | . | 0% | i | 0.4 | . | -1% | . | . | 6% | .
CN(C(=O)CCn1c(=S)oc2ccccc21)c1ccc(F)cc1 | -1.3% | 7% | i | 0.3 | 1% | -3% | 3% | 1.2 | -3% | -2.5%
Cc1cc(Cl)ccc1C(=O)C1CCCN(C(=O)c2snnc2C)C1 (stereo not drawn) | 0.3% | -4% | i | 0.9 | 3% | -6% | 3% | 1 | -5% | -3.4%
O=C(C1CCC1)N1CCc2cc(S(=O)(=O)Nc3ccc4c(c3)OCO4)ccc21 | -2.0% | -5% | i | 0.4 | 16% | -2% | 25% | 1 | 2% | -6.7%
CCOC(=O)c1ccccc1NC(=O)N[C@@H](C)C(=O)OC | 0.3% | -5% | i | 1.8 | 2% | -3% | -4% | 1.1 | 2% | -5.5%
Cc1cccc(C)c1NC(=O)CN1C(=O)N(C)Cc2ccccc21 | 0.1% | 2% | i | 0.7 | 6% | -5% | 4% | 1.1 | 4% | -5.6%
CN(CC(=O)OCC(N)=O)S(=O)(=O)c1ccc(Cl)cc1 | -0.6% | -7% | i | 0.5 | -43% | -6% | -19% | 1.1 | 8% | -5.5%
Cc1[nH][nH]c(=O)c1C(c1ccc(-c2ccc(Cl)cc2Cl)o1)c1c(C)[nH][nH]c1=O | -0.8% | 47% | . | . | -18% | -2% | -38% | 1.2 | 8% | -4.9%
CCOCCCNC(=O)C(NC(=O)c1ccc(NC(C)=O)cc1)c1ccc(Cl)cc1 (stereo not drawn) | -1.1% | -7% | i | 0.5 | 12% | -5% | 3% | 1.1 | -1% | -1.5%
CCCN1C(=O)/C(=C/c2c(NCCCOCC)nc3c(C)cccn3c2=O)SC1=S | 0.4% | -1% | + | 14* | 1% | 0% | 21% | 0.9 | -4% | -9.2%
CCN1C2OC3OC4C(OC3OC2N(CC)S1(=O)=O)N(CC)S(=O)(=O)N4CC (stereo not drawn) | -0.5% | -2% | i | 0.9 | 0% | -8% | 1% | 1 | -8% | 2.2%
CC(=O)N1N=C2c3ccccc3CCC2C1c1cccs1 (stereo not drawn) | . | -4% | i | 0.9 | . | -5% | . | . | 4% | .
c1cncc(-c2nc(N3CCOCC3)c3ccccc3n2)c1 | -4.7% | 14% | i | 2.2 | 11% | -6% | 10% | 1.1 | -1% | -1.5%
O=c1ccc(/C=C/c2ccccc2)nn1Cc1ccccc1 | 0.8% | -2% | i | 0.8 | 10% | -3% | 11% | 1.1 | 8% | -0.9%
CCC1(CC)Nc2ccccc2C(=O)N1c1ccc(NC(C)=O)cc1 | -0.6% | -20% | i | 1.1 | -10% | -12% | -2% | 1.2 | 6% | -6.1%
CCn1c(CCCOc2ccc(Cl)cc2Cl)nnc1SCC(=O)Nc1cccc(F)c1 | -0.1% | 3% | i | 8.1 | -2% | 0% | 2% | 1 | 5% | -5.5%
Cc1cc(C)cc(NC(=O)C2CCCN(S(=O)(=O)c3cnc[nH]3)C2)c1 (stereo not drawn) | . | 2% | i | 2.4 | 1% | -5% | 0% | 1 | 6% | -9.7%
CCOC(=O)C1(C/C(C)=N/NC(N)=O)CC(C)OC1=O (stereo not drawn) | -3.5% | 15% | i | 0.3 | 2% | -6% | -1% | 1.1 | -10% | -1.6%
O=C(Cc1ccccn1)Nc1ccccc1 | 3.3% | 10% | i | 1.6 | -10% | -13% | -12% | 1.1 | -9% | 1.8%
CCOC(=O)c1ccccc1NC(=O)Nc1ccc(OC)c(OC)c1 | . | 7% | i | 9.6 | 4% | 4% | 5% | 1.1 | 0% | -7.1%
O=C(Nc1ccc(F)c(F)c1)NC1CCCCC1 | -2.5% | -8% | i | 0.2 | 5% | -5% | 0% | 1.1 | 40% | -1.1%
Cc1ccccc1NC(=S)NCCC(c1ccccc1)c1ccccc1 | -0.2% | -6% | i | 0.9 | 17% | -6% | 11% | 1.3 | 2% | -1.7%
COc1ccc(CCN(Cc2cccs2)S(=O)(=O)c2ccc(S(=O)(=O)N3CCCCCC3)cc2)cc1OC | -1.5% | -5% | i | 0.5 | -7% | -3% | -5% | 1 | -2% | -3.5%
C/C(=N\NC(=S)NCCc1ccccc1)c1ccc(C)cc1 | 0.8% | 3% | i | 1.0 | 20% | 2% | 15% | 1 | 3% | -11%

Record cards (already shown). Values in the order: ER stress rescue | P. falciparum M17LAP | Myeloid diff 2 | Myeloid diff 2 GFP+ MAC1+ % | human PMI inhibition | LYP inhibition | human PMI inhibitors | TNAP activation fold | M1AAP inhibition | XIAP antagonists
`Cc1cc(C)cc(NC(=O)C2CCCN(S(=O)(=O)c3cnc[nH]3)C2)c1` (stereo not drawn) is listed with . | 2% | i | 2.4 | 1% | -5% | 0% | 1 | 6% | -9.7%
`CN(C(=O)CCn1c(=S)oc2ccccc21)c1ccc(F)cc1` is listed with -1.3% | 7% | i | 0.3 | 1% | -3% | 3% | 1.2 | -3% | -2.5%
`O=C(N/N=C/c1ccccc1[N+](=O)[O-])c1cnccn1` is listed with . | 0% | i | 0.4 | . | -1% | . | . | 6% | .

Continuation:
SMILES | ER stress rescue | P. falciparum M17LAP | Myeloid diff 2 | Myeloid diff 2 GFP+ MAC1+ % | human PMI inhibition | LYP inhibition | human PMI inhibitors | TNAP activation fold | M1AAP inhibition | XIAP antagonists
CC(CCc1ccccc1)NC(=O)C1CCCN(c2nnc(-n3cccc3)s2)C1 (stereo not drawn) | -2.9% | 1% | i | 5.1 | -10% | -6% | -18% | 1.1 | 5% | -13%
Cc1cccc(CCNS(=O)(=O)c2ccc(S(=O)(=O)NC3CCCC3)cc2)c1 | 1.6% | -1% | i | 2.8 | 13% | -4% | 6% | 1.1 | -2% | -5.0%
COc1ccc(C(=O)Oc2ccc3c(C)cc(=O)oc3c2C(C)=O)cc1 | -2.4% | 2% | i | 0.5 | 19% | -4% | 5% | 1 | -1% | -7.9%
CCN(CC)CC(O)COc1ccc2c(c1)c(C(C)=O)c(C)n2-c1ccccc1 (stereo not drawn) | -0.6% | 11% | i | 0.8 | -8% | -1% | -11% | 1.1 | 2% | -2.1%
CCN(CC)S(=O)(=O)c1cc(NC(=O)C(C)N2CCc3ccccc32)ccc1C (stereo not drawn) | 2.9% | 2% | + | 0.6* | 5% | 1% | 18% | 1.1 | 0% | -3.3%
C=CCn1c(N)cc(=O)nc1SCC(=O)Nc1ccc2ccccc2c1 | -1.8% | 5.7µM* | i | 1.1 | -5% | -4% | -6% | 1.1 | 7% | -0.1%
CCOc1ccc(-c2nnn(CC(=O)N3CCN(c4ccc(F)cc4)CC3)n2)cc1OCC | . | 7% | i | 1.5 | 12% | 2% | 10% | 1.1 | 0% | -4.3%
CC(C)(C)OC(=O)[C@H](Cc1ccccc1)NC(=O)c1nc[nH]c1C(=O)NC1CCN(C(=O)OC(C)(C)C)CC1 | -1.6% | -8% | i | 0.6 | 34% | 19% | 30% | 1.1 | -5% | -1.8%
CCOc1ccc(C2Nc3ccc4ccccc4c3-c3c2c(=O)oc2ccccc32)cc1 (stereo not drawn) | -0.8% | -6% | i | 5.7 | 8% | 5% | 3% | 1.4 | -5% | -4.6%
CCOC1(OCC)N=C(N)C2(C#N)C(c3cccc(C)c3)C12C#N (stereo not drawn) | -0.8% | -5% | i | 1.1 | 8% | -6% | 8% | 1.1 | -3% | 0.4%
O=C1/C(=C/c2ccco2)Oc2c1ccc(O)c2CN1CCCCC1 | -1.2% | 29% | i | 0.3 | -36% | 9% | -10% | 0.9 | 20% | -2.0%
Cc1cccc(NCC(=O)NNC(=S)Nc2ccccc2)c1 | 1.2% | 5% | i | 0.1 | 0% | -12% | -2% | 2.4 | -8% | 0.3%
COc1cc([C@@H]2[C@H]3CNCC=C3C(C#N)=C(N)C2(C#N)C#N)ccc1OC(C)C | -3.2% | 2% | + | 0.9* | 26% | 2% | 28% | 1.1 | 2% | -4.2%
CC1(C)CC2CC(C)(CN2C(=O)Cc2ccccc2)C1 (stereo not drawn) | 4.1% | 7% | i | 0.6 | -11% | 3% | -22% | 1 | 14% | -7.2%
Cc1c(/C=C/C(=O)c2ccccc2)cnn1C | -0.3% | 17% | i | 2.0 | -3% | -9% | -8% | 1.1 | 18% | -6.1%
O=c1nc(N2CCOCC2)ccn1-c1nc(-c2ccccc2)oc1-c1ccccc1 | -2.0% | 1% | i | 1.5 | -1% | -5% | -8% | 1.1 | ? | -0.2%
CCc1n[nH]c(=S)n1/N=C/c1c(C)nn(-c2ccccc2)c1Cl | 3.2% | 4% | i | 0.5 | -8% | -8% | -7% | 1.5 | 6% | -7.9%
Cc1onc(-c2ccccc2)c1CNC(=O)Nc1ccccc1 | . | -7% | i | 1.3 | . | -7% | . | . | 4% | .
Cc1cc(=O)[nH]c(N/N=C/c2c(C)nn(-c3ccccc3)c2C)n1 | -1.3% | 9% | i | 0.5 | -3% | -5% | -7% | 1.1 | 5% | -4.8%
c1ccc(N2N=C(c3cccs3)CC2c2ccco2)cc1 (stereo not drawn) | -2.8% | -4% | i | 0.2 | -4% | -17% | -14% | 1.5 | 18% | 3.6%

Reformatted with tabs: entries from further up.
Molecule	ER stress rescue	P. falciparum M17LAP	Myeloid diff 2	Myeloid diff 2 GFP+ MAC1+ %	human PMI inhibition	LYP inhibition	human PMI inhibitors	TNAP activation fold	M1AAP inhibition	XIAP antagonists
COc1ccc(C(=O)Oc2ccc3c(C)cc(=O)oc3c2C(C)=O)cc1	-2.4%	2%	i	0.5	19%	-4%	5%	1	-1%	-7.9%
CCN(CC)CC(O)COc1ccc2c(c1)c(C(C)=O)c(C)n2-c1ccccc1 (stereo not drawn)	-0.6%	11%	i	0.8	-8%	-1%	-11%	1.1	2%	-2.1%
CCN(CC)S(=O)(=O)c1cc(NC(=O)C(C)N2CCc3ccccc32)ccc1C (stereo not drawn)	2.9%	2%	+	0.6*	5%	1%	18%	1.1	0%	-3.3%
C=CCn1c(N)cc(=O)nc1SCC(=O)Nc1ccc2ccccc2c1	-1.8%	5.7µM*	i	1.1	-5%	-4%	-6%	1.1	7%	-0.1%
CCOc1ccc(-c2nnn(CC(=O)N3CCN(c4ccc(F)cc4)CC3)n2)cc1OCC	.	7%	i	1.5	12%	2%	10%	1.1	0%	-4.3%

Bioassay records deposited in PubChem by several laboratories.
